# ASK1 inh: human ASK1 kinase inhibition, primary screen. 22,000 tested, 0.99% active. Q99683. inhibition, % at 7.44 µM. AlphaScreen MKK6 phosphorylation by ASK1, luminescence; in the data active = inhibition above about 35%;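 also: 0% = median of compound wells and 100% = no enzyme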
# ULK1 inh: inhibitors of human ULK1 kinase; AlphaScreen Atg13 phosphorylation by ULK1, luminescence; AID 1259251; O75385; 30,000 tested, 1.9% active; inhibition, % at 5.96 µM; in the data active = inhibition above about 43%;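 also: 0% = median of compound wells and 100% = no enzyme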
# Target sequence (O75385 whole entry, looked up): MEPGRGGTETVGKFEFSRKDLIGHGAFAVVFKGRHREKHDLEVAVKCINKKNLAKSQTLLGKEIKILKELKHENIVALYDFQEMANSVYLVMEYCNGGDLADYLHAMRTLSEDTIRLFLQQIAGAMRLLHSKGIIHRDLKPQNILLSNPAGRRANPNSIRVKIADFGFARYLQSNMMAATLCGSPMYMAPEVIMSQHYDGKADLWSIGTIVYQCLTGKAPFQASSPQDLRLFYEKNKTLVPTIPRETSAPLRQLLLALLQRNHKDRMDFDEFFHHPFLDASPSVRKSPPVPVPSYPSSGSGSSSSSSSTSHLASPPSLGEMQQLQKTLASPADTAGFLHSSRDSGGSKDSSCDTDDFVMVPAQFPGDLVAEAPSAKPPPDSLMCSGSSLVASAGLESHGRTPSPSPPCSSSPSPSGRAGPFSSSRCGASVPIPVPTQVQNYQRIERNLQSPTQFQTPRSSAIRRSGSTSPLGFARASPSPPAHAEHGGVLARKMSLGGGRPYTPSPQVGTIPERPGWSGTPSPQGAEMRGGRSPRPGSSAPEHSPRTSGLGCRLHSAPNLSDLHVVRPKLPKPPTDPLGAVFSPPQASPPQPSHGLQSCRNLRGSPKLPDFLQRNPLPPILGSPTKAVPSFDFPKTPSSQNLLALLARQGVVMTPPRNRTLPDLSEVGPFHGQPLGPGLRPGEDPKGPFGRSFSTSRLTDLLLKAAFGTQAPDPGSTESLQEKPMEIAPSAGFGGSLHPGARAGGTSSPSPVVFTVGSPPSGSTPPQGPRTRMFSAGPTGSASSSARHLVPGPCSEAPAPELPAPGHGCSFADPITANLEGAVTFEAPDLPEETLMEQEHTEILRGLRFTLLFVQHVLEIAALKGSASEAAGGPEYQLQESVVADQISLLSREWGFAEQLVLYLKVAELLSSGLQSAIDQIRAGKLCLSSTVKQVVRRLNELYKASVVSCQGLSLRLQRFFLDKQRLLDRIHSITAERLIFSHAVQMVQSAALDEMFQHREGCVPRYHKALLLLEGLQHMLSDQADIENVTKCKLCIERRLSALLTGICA
# * marks the source's active call; other numbers are inactive results; nt = no result given; ! = not confirmed by another sample.
ASK1 inh	ULK1 inh	canonical_smiles
-7	5	O=C(NCc1cccc(C(F)(F)F)c1)c1cnc(Nc2ccncn2)s1
5	9	CC(=O)Nc1ccc(Nc2cc(NC3CCN(Cc4ccccc4)CC3)ncn2)cc1
4	25	NC(=O)Cc1cn(-c2ccc(Oc3ccccc3)nn2)c2ccccc12
1	17	Cn1ccc2cc(-c3nc(NCCOc4ccccc4)c4ncn(Cc5ccc(C(F)(F)F)cc5)c4n3)ccc21
nt	-5	COc1cc(OC)nc(Oc2ccccc2/C=N/NC(=O)C(C)(C)C)n1
nt	-14	NC(=O)c1cc(-c2ccc(F)cc2)n[nH]c1=O
-11	4	CN(C)C(=O)c1cc(-c2cn[nH]c2)ccc1NC(=O)OCc1ccccc1
1	4	CCCNC(=O)c1cnc(-c2c(C)nn(C)c2C)s1
-2	-5	COc1ccc(-c2ncc(C(=O)NCCc3ccc(O)cc3)s2)cc1
6	68*	OC1CCN(c2ccc(Nc3nccc(-c4cncc(N5CCOCC5)c4)n3)cc2)CC1
-12	2	CC(C)N(CCNc1cc(NC2CCN(Cc3ccccc3)CC2)nc(N)n1)C(C)C
-16	3	CC(C)N(CCNc1cc(Nc2ccccc2)ncn1)C(C)C
4	23	Cc1nn(C)c(C)c1-c1ccc(C(=O)Nc2ccc(N3CCOCC3)cc2)s1
13	-8	COc1cc(-c2cn[nH]c2)c(F)cc1NC(=O)C(N)c1ccc(Cl)cc1 (configuration not stated)
7	12	CC(C)n1cnc2c(NCCN3CCOCC3)nc(N3CCCC3CO)nc21 (configuration not stated)
-15	-10	CC(C)n1c(NCc2cccnc2)nc2c(NCCCN3CCCC3=O)ncnc21
nt	-5	CNC(=O)[C@@H](NC(=O)[C@H](CC(C)C)[C@H](O)C(=O)NO)C(C)(C)C
nt	-25	CC(C)(C)c1ccc(-c2[nH]ncc2-c2ccncn2)cc1
-17	-2	Cc1cc(NCc2cccc(C(F)(F)F)c2)nc(Nc2ncccn2)n1
-1	10	CC(C)N(CCNc1nc(-c2csc3ccccc23)nc2c1ncn2C(C)C)C(C)C
nt	-10	O=C(Nc1cc[n+](Cc2ccccc2)cc1)c1ccccc1
nt	-32	COCC(=O)O[C@]1(CCN(C)CCCc2nc3ccccc3[nH]2)CCc2cc(F)ccc2[C@@H]1C(C)C
9	17	NC(=O)c1nccnc1Nc1ccnc(Nc2ccc(N3CCOCC3)cc2)c1
-1	2	Nc1nc(NCCO)cc(-c2csc3ccccc23)n1
nt	-5	NS(=O)(=O)c1ccc(N=Cc2c(O)n(-c3cccc(Cl)c3)c(=O)[nH]c2=O)cc1
14	7	FC(F)(F)c1cccc(CNc2ncnc3nc(Nc4ccc5ncccc5c4)[nH]c23)c1
10	18	OCCNc1nc(Nc2nccc3ccccc23)nc2c1ncn2-c1ccsc1
nt	4	CCOC(=O)CCc1nn(CC)c(=O)c2ccccc12
nt	-10	C=CCNc1cc(-c2ccccc2F)nc(C)n1
-12	1	O=C(NCCN1CCOCC1)c1cccc(Nc2ccc3ncccc3c2)n1

# As a working copy, some entries already given.
ASK1 inh	ULK1 inh	canonical_smiles
-7	5	O=C(NCc1cccc(C(F)(F)F)c1)c1cnc(Nc2ccncn2)s1
5	9	CC(=O)Nc1ccc(Nc2cc(NC3CCN(Cc4ccccc4)CC3)ncn2)cc1
4	25	NC(=O)Cc1cn(-c2ccc(Oc3ccccc3)nn2)c2ccccc12
1	17	Cn1ccc2cc(-c3nc(NCCOc4ccccc4)c4ncn(Cc5ccc(C(F)(F)F)cc5)c4n3)ccc21
nt	-5	COc1cc(OC)nc(Oc2ccccc2/C=N/NC(=O)C(C)(C)C)n1
nt	-14	NC(=O)c1cc(-c2ccc(F)cc2)n[nH]c1=O
-11	4	CN(C)C(=O)c1cc(-c2cn[nH]c2)ccc1NC(=O)OCc1ccccc1
1	4	CCCNC(=O)c1cnc(-c2c(C)nn(C)c2C)s1
-2	-5	COc1ccc(-c2ncc(C(=O)NCCc3ccc(O)cc3)s2)cc1
6	68*	OC1CCN(c2ccc(Nc3nccc(-c4cncc(N5CCOCC5)c4)n3)cc2)CC1
-12	2	CC(C)N(CCNc1cc(NC2CCN(Cc3ccccc3)CC2)nc(N)n1)C(C)C
-16	3	CC(C)N(CCNc1cc(Nc2ccccc2)ncn1)C(C)C
4	23	Cc1nn(C)c(C)c1-c1ccc(C(=O)Nc2ccc(N3CCOCC3)cc2)s1
13	-8	COc1cc(-c2cn[nH]c2)c(F)cc1NC(=O)C(N)c1ccc(Cl)cc1 (configuration not stated)

# Remaining list, next part.
ASK1 inh	ULK1 inh	canonical_smiles
-23	0	CN1CCN(C(=O)c2ccc(-c3cc(NCCO)ncn3)cc2)CC1
-8	-18	O=C(NCCCN1CCCC1=O)c1ccc(-c2csc3ccccc23)s1
-6	-2	O=C(Nc1ccc2[nH]ncc2c1)[C@H](O)COc1ccc(F)cc1
nt	-19	OCCNc1nc(N2CCN(Cc3ccccc3)CC2)nc2c1cnn2-c1ccc(F)cc1
4	-1	CC(C)n1c(-c2ccc(C(N)=O)cc2)nc2c(NCc3ccccc3)ncnc21
6	10	O=C(Nc1ccc(N2CCOCC2)cc1)c1cncc(-c2ccccc2)c1
-12	10	O=C(Nc1ccc2[nH]ncc2c1)c1cccnc1O[C@@H]1CCNC1
nt	-8	CCOc1ccc2c(C)nc(/N=C(\N)NC(C)=O)nc2c1
31	14	c1ccc(CN2CCC(Nc3nc(Nc4ccc(-n5ccnc5)cc4)nc4c3ncn4-c3ccsc3)CC2)cc1
nt	4	COCC(=O)Nc1cc(C)nn1-c1ncnc2c1cnn2-c1cccc(Cl)c1
24	9	CN(C)c1cccc(Nc2ncc(C(=O)Nc3ccc4c(c3)OCO4)s2)c1
nt	-4	CC(O)Cn1cnc2c1c(=O)n(C)c(=O)n2C (configuration not stated)
-5	-10	OCCNc1nc(-c2cccs2)nc2c1ncn2-c1ccccc1
nt	-4	O=C1NS(=O)(=O)c2ccccc21
-2	8	c1ccc(Nc2ccnc(NCc3cccnc3)n2)cc1
7	4	O=C(NCCN1CCOCC1)c1cnc(NC2CCN(Cc3ccccc3)CC2)s1
nt	8	COc1cc(OC)cc(OCCO)c1
-13	8	O=C(Cc1cn(-c2ccc(NCCCN3CCCC3=O)nn2)c2ccccc12)NC1CC1
9	-13	COc1cc2nc(N3CCc4ccccc4C3)nc(NC3CC3)c2cc1OC
-1	6	C[C@](O)(C(=O)Nc1ccc2[nH]ncc2c1)c1ccc(Br)cc1
-2	3	Cc1nn(C)c(C)c1-c1nccc(NCCCN2CCCC2=O)n1
23	11	CNC(=O)c1ncccc1Nc1cc(Nc2ccc3c(c2)CC(=O)N3)ncc1C(F)(F)F
nt	-4	Cn1c(=O)cc(N2CCc3ccccc3C2)n(Cc2ccc(F)cc2F)c1=O
-4	7	O=C1CCCN1CCCNc1ncnc2nc(Nc3ccc(N4CCOCC4)cc3)[nH]c12
nt	1	Cc1ccc(C)c(NS(=O)(=O)c2ccc3c(c2)OCCCO3)c1
17	78*	COc1cc(Nc2nc(NCCOc3ccccc3)c3[nH]cnc3n2)cc(OC)c1OC
-4	-3	COc1ccc(-c2cncc(C(=O)Nc3ccccc3)c2)cc1
nt	43*!	CCCCNC(=O)c1ccc(Cl)cc1O
-9	-81	Cc1cccc(COC(=O)Nc2ccc(-c3cn[nH]c3)cc2OCCCO)c1
-30	-8	CC(C)N(CCNc1nc(NCCN2CCOCC2)nc2c1ncn2C(C)C)C(C)C
18	2	c1cc(Nc2nc(Nc3ccc(N4CCOCC4)cc3)c3ncn(C4CCCCC4)c3n2)ccn1
-11	-11	CC(C)n1c(-c2ccc(N3CCOCC3)nc2)nc2c(NCCOc3ccccc3)ncnc21
1	6	CC(C)N(CCNc1ccnc(NCCN2CCOCC2)n1)C(C)C
36*	35	CC(C)n1cnc2c(Nc3ccc(N4CCOCC4)cc3)nc(N3CCN(c4ccccn4)CC3)nc21
-8	-3	NC(=O)Cc1cn(-c2ccc(N3CCC(N4CCOCC4)CC3)nn2)c2ccccc12
nt	-5	OCc1cnc(SCc2cccc3ccccc23)n1Cc1ccc2c(c1)OCO2
16	-10	CN1CCN(c2ccc(-c3nc(NCc4ccccc4)c4ncn(-c5ccccc5)c4n3)cc2)CC1
5	0	Cc1cc(Nc2ccc(N3CCOCC3)cc2)nc(Cl)n1
9	-9	NC(=O)c1ccc(-c2csc3ccccc23)s1
nt	10	C/C(CC(=O)Nc1cccc(Cl)c1Cl)=N\NC(=O)C(=O)NC1CCCCC1
-8	11	c1ccc2c(c1)OCC(c1nc3ccc(-c4cn[nH]c4)cc3s1)O2 (configuration not stated)
8	-8	Nc1nc(NC2CCC(O)CC2)cc(NC2CC2)n1 (configuration not stated)
16	71*	N#Cc1cc(-c2ccnc(Nc3ccc(CN4CCCCC4)cc3)n2)cc(N2CCOCC2)c1
-10	-5	Cc1cc(NCCOc2ccccc2)nc(Nc2ccncc2)n1
nt	9	O=c1[nH]c(=O)n([C@H]2C[C@H](O)[C@@H](CO)O2)cc1C(F)(F)F
-9	0	O=C(NCCOc1ccccc1)c1cnc(N2CCN(c3ccccn3)CC2)s1
-8	-39	COc1cc2nc(-c3ccccc3)nc(Nc3ccc(OCCN4CCCCC4)cc3)c2cc1OC
15	-1	Cc1nn(C)c(C)c1-c1nc2c(NCCOc3ccccc3)ncnc2n1C(C)C
7	1	CCCNc1nc(Nc2cccc(N(C)C)c2)nc2c1ncn2C(C)C
-7	-5	O=C(NCc1cccnc1)c1cccc(-c2ccccc2)c1
nt	4	CN(C)c1ccc2cc(C(=O)O)oc2c1
nt	-1	Cc1nc(Nc2ccncc2)cc(-c2ccc(F)cc2)n1
-5	4	O=C(Nc1cc(-c2ccncc2)c[nH]c1=O)C1COc2cc3ccccc3cc2O1 (configuration not stated)
-4	4	COC(CNc1nccc(Nc2ccncn2)n1)c1cccs1 (configuration not stated)
nt	5	Brc1cnc(NC2CCN(Cc3ccccc3)CC2)nc1
24	-5	CCN(CC)c1nc(Nc2ccc(N3CCOCC3)cc2)nc(N2CCN(c3ccccn3)CC2)n1
13	-17	CC(C)n1cnc2c(NCCOc3ccccc3)nc(N3CCN(Cc4ccc5c(c4)OCO5)CC3)nc21
0	-29	Nc1cccc(-c2ncc(C(=O)Nc3ccc(Oc4ccccc4)cc3)s2)c1
-3	-5	COc1ccc(-c2nc(NCc3ccccc3)c3ncn(CCN4CCCC4=O)c3n2)cc1
48*	12	Cc1nc(C)n(-c2ccc(Nc3nccc(-c4cccc(-n5cncn5)c4)n3)cc2)n1

# The list goes on.
ASK1 inh	ULK1 inh	canonical_smiles
-3	9	Cc1cnc(-c2ccccc2)nc1NC1CC1
9	-5	COc1cc(Nc2nc(-c3cccc(C(C)=O)c3)nc3c2ncn3-c2ccsc2)cc(OC)c1OC
nt	-1	Cc1cc(OI)c(C(C)C)cc1-c1cc(C(C)C)c(OI)cc1C
-13	6	c1ccc(CN2CCC(Nc3ccnc(Oc4ccccc4)n3)CC2)cc1
-1	5	COc1ccc(CC(=O)Nc2cc(Nc3ccccc3-c3ncco3)c(C(F)(F)F)cn2)cc1
0	4	Cc1[nH]ncc1-c1ccc(NC(=O)C2COc3ccc(F)cc3C2)c(OCCN2CCCC2)c1 (configuration not stated)
18	-3	c1ccc(OCCNc2ncnc3nc(Nc4ccc(-n5ccnc5)cc4)[nH]c23)cc1
nt	3	Cc1c2oc3c(C)ccc(C(=O)N[C@@H]4C(=O)N[C@H](C(C)C)C(=O)N5CCC[C@H]5C(=O)N(C)CC(=O)N(C)[C@@H](C(C)C)C(=O)O[C@@H]4C)c3nc-2c(C(=O)N[C@@H]2C(=O)N[C@H](C(C)C)C(=O)N3CCC[C@H]3C(=O)N(C)CC(=O)N(C)[C@@H](C(C)C)C(=O)O[C@@H]2C)c(N)c1=O
10	1	O=C(Nc1ccccc1)c1ccnc(-c2cccs2)c1
nt	12	Cc1cc(C)cc(CN2CCN(c3cccc(S(C)(=O)=O)c3)C2=O)c1
7	4	Nc1nc(NCCCN2CCCC2=O)cc(N2CCN(Cc3ccc4c(c3)OCO4)CC2)n1
nt	1	CC[n+]1c(I)ccc2cc(OC)ccc21
10	1	COc1ccc(-c2nc(Nc3ccc(Oc4ccccc4)cc3)c3ncn(C(C)C)c3n2)cn1
16	3	N[C@H](Cc1cccc(C(F)(F)F)c1)c1nc2ccc(-c3cn[nH]c3)cc2c(=O)[nH]1
-4	1	CCCNC(=O)c1ccc(-c2cccc(C(C)=O)c2)s1
-8	16	FC(F)(F)c1ccc(Nc2cc(NCc3cccnc3)ncn2)cc1
11	-6	CC(C)(C)OC(=O)N1CCN(c2ccc(Nc3cc(-n4cnc(Nc5ccccc5)n4)c(F)cn3)cc2)CC1
-19	-4	Clc1cc(Nc2ccncc2)ncn1
-1	12	c1ccc2[nH]c(CNc3cc(Nc4ccc(N5CCOCC5)cc4)ncn3)nc2c1
3	10	c1ccc(CN2CCC(Nc3cc(Nc4ccc5c(c4)OCO5)ncn3)CC2)cc1
nt	-2	O=C(N/N=C\c1c(O)ccc2ccccc12)c1ccc([N+](=O)[O-])cc1
nt	-2	COCCNC(=O)c1ccc(-c2cnn(-c3ccc(Br)cc3)c2)nc1
20	31	O=C(Nc1ccc(N2CCOCC2)cc1)c1ccnc(Nc2ccc(-n3ccnc3)cc2)c1
17	13	COc1cc(Nc2ccnc(Nc3ccccc3)n2)cc(OC)c1OC
nt	-16	CC1CC(C)CN(S(=O)(=O)c2ccc(Cl)c(C(=O)O)c2)C1 (configuration not stated)
-6	-7	c1cncc(CNc2nc(Nc3ccncc3)nc3c2ncn3C2CCCCC2)c1
nt	45*	Nn1cnnc1N/N=C/c1ccc(-c2cccc([N+](=O)[O-])c2)o1
-10	28	O=C(NCCCN1CCCC1=O)c1ccc2nc(Nc3ccncn3)sc2c1
nt	0	Cc1ccc(-c2cc(=O)c3cc(NC(=O)c4cccnc4)ccc3o2)cc1
-10	18	CN(C)CCNC(=O)c1ccn(-c2ccnc(Nc3ccc(N4CCOCC4)cc3)c2)n1
-7	68*	O=C1CCCN1CCCNc1nc(Nc2ccc3ncccc3c2)nc2nc[nH]c12
nt	1	O=C(C1CCCCN1S(=O)(=O)c1ccc(Cl)s1)N1CCOCC1 (configuration not stated)

# Assay outcomes deposited in PubChem by The Scripps Research Institute Molecular Screening Center.
